SENP1 FRET inh – blocks the human SENP1 SUMO protease catalytic domain | Q9P0U3 | recombinant SENP1 catalytic domain, CyPet-SUMO1-YPet FRET cleavage | inhibition, % at 10 µM | 360,000 tested, 0.21% active | AID 624204;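 active = inhibition at least 30% at 10 µM, raw YFP signal under a set limit, fluorescence ratio 0.5 to 1.5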;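 also: 0% = enzyme with DMSO and 100% = no enzyme wells; some results filed as inactive read as strong as hits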
Target sequence (Q9P0U3 419-644 limits assumed): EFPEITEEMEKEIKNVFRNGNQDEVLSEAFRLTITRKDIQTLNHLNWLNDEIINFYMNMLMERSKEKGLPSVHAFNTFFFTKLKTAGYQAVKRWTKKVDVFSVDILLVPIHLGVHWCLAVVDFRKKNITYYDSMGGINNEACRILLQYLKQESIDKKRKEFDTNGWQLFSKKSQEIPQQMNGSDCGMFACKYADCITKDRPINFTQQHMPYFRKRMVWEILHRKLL
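Test system: recombinant human SENP1 catalytic domain, His6-tagged / Medium: pH 8 Tris buffer with EDTA, NaCl, BME, BSA, NP40, catalase / Also added: SUMO1 FRET substrate flanked by Cypet and Ypet, 25 nM / Times: 50 min reaction at room temperature / Signal: FRET, CFP and YFP emission / Control set: no-enzyme low control and enzyme-plus-DMSO high control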
ATG4B inhibitor – ATG4B (human) cysteine protease inhibition; Q9Y4P1; ATG4B cleavage of LC3-PLA2, NBD-HPC fluorescence, 1 h; inhibition, % at 8.33 µM; 340,000 tested, 0.51% active; in the data active = inhibition above about 40%
Target sequence (Q9Y4P1 whole entry, looked up): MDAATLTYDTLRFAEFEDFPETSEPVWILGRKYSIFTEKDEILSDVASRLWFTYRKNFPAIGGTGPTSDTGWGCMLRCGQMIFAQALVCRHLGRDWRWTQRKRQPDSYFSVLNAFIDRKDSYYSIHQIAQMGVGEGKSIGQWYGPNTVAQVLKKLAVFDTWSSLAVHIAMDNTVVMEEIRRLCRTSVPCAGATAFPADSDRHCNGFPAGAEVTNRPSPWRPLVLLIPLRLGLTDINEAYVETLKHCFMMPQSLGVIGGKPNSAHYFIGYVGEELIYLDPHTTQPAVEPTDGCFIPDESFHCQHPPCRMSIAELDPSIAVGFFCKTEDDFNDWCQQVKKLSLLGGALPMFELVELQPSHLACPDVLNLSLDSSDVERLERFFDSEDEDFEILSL
PfG6PD inh – PfG6PD (Plasmodium falciparum) enzyme inhibition | inhibition, % at 20 µM | 350,000 tested, 0.78% active | PfGluPho enzyme, NADPH resazurin-diaphorase fluorescence;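 active = inhibition reaching at least a set limit at 20 µM in the primary screen, cut at about 59% in these data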;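 also: 0% = DMSO wells with substrate and 100% = DMSO wells lacking glucose-6-phosphate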
SENP6 inh – SENP6 protease inhibition; Recombinant SENP6 catalytic domain, aminoluciferin luminescence; Q9GZR1; inhibition, % at 10 µM; 330,000 tested, 1.8% active; AID 2599;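 active = inhibition above about 50% at the single tested dose, limit read from the data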;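 also: plate controls were DMSO wells with enzyme for no effect and DMSO wells lacking enzyme for full effect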
SENP8 inh – SENP8 (human) protease inhibition. 360,000 tested, 0.64% active. inhibition, % at 20 µM. recombinant SENP8, Nedd8 substrate fluorescence. AID 602440; in the data active = inhibition mostly above about 40%, no sharp cut-off; inactive = mostly below about 27%
Target sequence (Q96LD8 whole entry, looked up): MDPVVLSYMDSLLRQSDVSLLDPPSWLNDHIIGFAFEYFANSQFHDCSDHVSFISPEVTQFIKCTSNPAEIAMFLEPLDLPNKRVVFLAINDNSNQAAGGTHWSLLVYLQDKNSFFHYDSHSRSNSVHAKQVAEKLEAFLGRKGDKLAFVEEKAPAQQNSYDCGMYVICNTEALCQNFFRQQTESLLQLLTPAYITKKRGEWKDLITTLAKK
hIAP act – increases human intestinal alkaline phosphatase activity | P09923 | purified human IAP, CDP-Star luminescence, 30 min; stronger effect = higher value; 1 = vehicle-only enzyme, 0 = enzyme-free background | activation factor at 10 µM | 330,000 tested, 0.16% active;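 active = activation factor of the enzyme at least 2-fold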; also: the source names both 10 and 20 µM as test concentration; values of inactives mirror those of a sister screen read the other way
MPTP block – permeability transition pore inhibition; isolated mouse mitochondria, Ca2+ swelling absorbance, 30 min; inhibition, % at 10 µM; 360,000 tested, 1.4% active; AID 602449;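 active = inhibition of 50% or more, scaled per plate between neutral and stimulator controls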;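 also: 0% = DMSO wells given calcium and 100% = 1 mM EGTA wells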
GRIN3A LBD mod – NR3A (human) ligand-binding domain modulation. 340,000 tested, 2.5% active. Tm shift relative to glycine control, % at 25 µM. NR3A LBD differential scanning fluorimetry, Tm shift; 0% = protein alone, 100% = glycine-bound protein. AID 1259313;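 active = melting temperature shift of at least 10% of the positive control shift, at one fixed dose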
An asterisk follows results filed as active; / = not tested or not shown. An unsorted share of the library. About 6.7% of those tested had a hit in this group.

SMILES	SENP1 FRET inh	ATG4B inhibitor	PfG6PD inh	SENP6 inh	SENP8 inh	hIAP act	MPTP block	GRIN3A LBD mod
CCOc1cc(/C=N/NC(=O)c2nnn(-c3nonc3N)c2C)ccc1OCc1cccc(F)c1	-0.9	4.3	-8.0	-0.8	-129.9	1.26	0.0	26.0*
O=C(CN1C(=O)NC2(CCCCC2)C1=O)N1CCOCC1	1.6	1.4	-12.2	-9.9	2.1	0.91	-0.4	0.5
COc1ccc(C)cc1NC(=O)CCN1CCN(c2ccccc2)CC1	0.4	-3.0	-4.3	-6.6	7.8	1.07	1.5	-1.0
Cc1ccc(C)c(C(=O)CCC(=O)Nc2cccnc2)c1	3.0	-12.9	1.4	-12.1	5.0	0.886	-0.6	0.1
C=CCNS(=O)(=O)c1ccc2nsnc2c1	3.7	-5.8	-0.2	-9.2	12.0	0.914	-1.0	-0.1
O=C(NCCc1ccc(Cl)cc1)C1CCN(S(=O)(=O)c2ccc(-n3cnnn3)cc2)CC1	-0.4	-14.2	1.6	4.1	3.5	0.967	0.8	-0.3
O=S(=O)(c1ccc(S(=O)(=O)N2CCN3CCCC3C2)cc1)N1CCCC1 (configuration not stated)	2.5	-6.7	-4.5	-5.7	6.1	0.838	0.8	-0.1
O=C(Nc1cc(C(F)(F)F)ccc1N1CCCC1)C1CCCO1 (configuration not stated)	2.0	-6.9	-13.8	-15.7	6.9	0.871	-0.1	0.2
Cc1cc(NC(=O)c2ccccc2)ccc1NC(=O)c1ccccc1Cl	3.0	7.8	-12.9	14.5	4.4	0.897	1.1	0.9
COc1ccccc1C(=O)N=C1SC2CS(=O)(=O)CC2N1c1ccccc1 (configuration not stated)	-0.2	-4.3	-12.0	-9.6	-0.1	1.13	-0.3	0.2
C=CCSc1nc2ccccc2n1Cc1nnc(-c2cccs2)o1	-60.0	0.3	0.8	-5.3	-217.3	0.945	6.4	-1.9
COc1ccc(S(=O)(=O)N[C@H](C(=O)N2CC[C@@]3(O)CCCC[C@H]3C2)c2ccccc2)cc1	-16.6	-6.9	2.0	-13.9	32.0	0.942	0.9	-1.5
O=C(CNC(=O)c1cccs1)Nc1ccc(N2CCOCC2)cc1	0.5	-4.2	8.3	0.1	10.9	1.04	-0.4	-0.8
Cc1ccc(S(=O)(=O)N2CCN(c3ccc4nnc(-c5ccccc5)n4n3)CC2)cc1	3.7	-11.9	11.8	/	-28.3	/	4.3	-1.0
O=C(NC1CCCC1)C(c1ccco1)N(Cc1ccccc1)C(=O)c1csnn1 (configuration not stated)	-2.6	5.3	4.6	6.6	-38.8	0.997	9.1	-5.4
CCn1c(Cc2c(C)[nH]c3ccccc23)nnc1SCC(N)=O	-15.6	-0.6	-10.9	-1.7	6.3	1.03	-1.4	-1.1
CCc1ccc(OCC(=O)N/N=C(\C)c2ccccc2OC(F)F)cc1	2.2	1.9	11.0	-26.1	15.1	1.08	2.6	-3.8
COc1ccc(-c2c(-c3ccc(OCC(=O)NN)cc3O)n[nH]c2C)cc1OC	3.3	-7.1	-1.1	-2.1	7.3	1.72	0.8	-1.4
C=CCS(=O)(=O)N1CCCC(C(=O)c2cccc(Cl)c2)C1 (configuration not stated)	0.2	-7.0	-2.5	-49.5	-1.3	1.03	-0.7	-0.2
Cc1ccnc2nc(C(=O)OCC(=O)NC(=O)NCc3ccco3)nn12	1.6	-6.8	0.8	-12.6	1.1	0.904	0.5	-0.8
Cc1ccsc1/C=N/NC(=O)C(=O)NCC(C)C	2.3	9.1	-14.3	-12.9	-2.2	1	2.0	-2.0
COc1ccc(C(=O)COC(=O)/C=C/c2ccco2)cc1F	-0.9	2.6	16.1	2.9	-12.1	0.89	-2.5	1.9
CN1CCN(c2ccc(S(=O)(=O)N3CCOCC3)cc2NC(=O)C2CCCCC2)CC1	1.1	1.8	-4.1	/	8.8	/	-1.6	-1.1
Cc1nc(S/C(=C/c2ccc(-c3cccc(Cl)c3)o2)C(=O)O)n[nH]1	-23.5	1.6	-1.4	3.7	10.0	1.94	0.9	0.3
Cc1ccc(NC(=O)COc2ccc(C3SCCS3)cc2)cc1	1.1	6.2	-5.0	11.0	9.9	1.04	5.2	1.5
CCOC(=O)N1CCN(C(=O)COc2ccc(Cl)cc2)CC1	2.5	-2.3	-7.8	-9.2	8.4	0.952	1.4	-15.1
O=S(=O)(Nc1cccc(S(=O)(=O)N2CCCC2)c1)c1cccs1	1.5	-12.2	-7.8	3.1	9.9	1.01	-0.6	0.4
COc1ccc(Nc2cc(C)c3c(O)cccc3n2)cc1	2.4	-3.4	119.5*	-16.6	-297.6	1.02	35.9	-4.9
Cc1ccc(NC(=O)C2CC(=O)N/C(=N/NC(=O)c3ccc(C)cc3)S2)cc1 (configuration not stated)	-0.6	-9.7	-55.3	-5.1	16.4	1.71	0.8	5.2
Cc1cccc(NS(=O)(=O)c2ccc(C(=O)N3CCC3)cc2)c1C	0.5	14.4	7.0	4.2	4.2	0.862	0.2	2.1
CCOc1ccccc1NC(=O)C1C2C=CC(O2)C1C(=O)O (configuration not stated)	0.4	-11.0	-6.8	-2.7	16.6	0.949	0.2	-1.2
CN1CCN(CC(=O)Nc2ccccc2Sc2ccccc2)CC1	1.6	-3.7	6.4	-13.9	18.8	1.02	-0.3	0.0
CCOC(=O)/C(C)=N/Nc1nc(-c2ccc(NC(C)=O)cc2)cs1	1.6	-1.2	28.9	-2.2	13.1	1.06	0.9	-17.2
COC(=O)c1c(NC(=O)Cn2cc([N+](=O)[O-])cn2)sc2c1CCC2	1.7	-8.0	-4.6	14.7	18.5	1.01	1.4	-0.9
COC(=O)CCN1CCN(S(=O)(=O)c2cccc(Br)c2)CC1	1.4	-8.4	-1.3	-20.1	6.8	0.938	-0.3	-0.3
CCOCCCNC(=O)c1ccc(N2CCOCC2)c(NS(=O)(=O)c2ccc(OC)cc2)c1	3.0	-12.1	20.9	-0.3	-2.0	1.11	-0.2	-0.8
O=C(C[n+]1cc2ccccc2c2ccccc21)c1ccccc1	-23.9	12.8	-6.3	7.2	-296.7	0.82	-4.4	-0.2
Cc1ccc2[nH]c(CSc3ccccc3)cc(=O)c2c1	2.7	-0.2	22.1	-2.9	13.2	0.997	-0.8	-3.8
O=C(CSc1nc2ccccc2s1)Nc1ccc2c(c1)OCO2	-2.6	5.0	0.1	-3.5	11.3	0.816	13.5	14.2*
Cc1ccc2nc(C)cc(N3CCOCC3)c2c1	0.0	-1.9	15.7	19.0	20.1	1.01	-0.7	0.4

Compound profiles (already shown). Order of screens: SENP1 FRET inh	ATG4B inhibitor	PfG6PD inh	SENP6 inh	SENP8 inh	hIAP act	MPTP block	GRIN3A LBD mod
COc1ccc(C(=O)COC(=O)/C=C/c2ccco2)cc1F across the screens: -0.9	2.6	16.1	2.9	-12.1	0.89	-2.5	1.9
COC(=O)c1c(NC(=O)Cn2cc([N+](=O)[O-])cn2)sc2c1CCC2 across the screens: 1.7	-8.0	-4.6	14.7	18.5	1.01	1.4	-0.9

Other records follow:
SMILES	SENP1 FRET inh	ATG4B inhibitor	PfG6PD inh	SENP6 inh	SENP8 inh	hIAP act	MPTP block	GRIN3A LBD mod
CC1C(C#N)=C(SCC(N)=O)NC2=C1C(=O)CC(C)(C)C2 (configuration not stated)	-2.0	-5.2	8.1	3.0	-2.1	1.19	0.0	-0.6
COc1ccc(-c2csc(N(CC3CCCO3)C(=O)c3ccc(C)cc3)n2)cc1 (configuration not stated)	2.9	5.0	2.4	-11.3	8.6	1.02	5.8	0.0
CC1CCN(S(=O)(=O)c2cccc(C(=O)O)c2)CC1	1.9	2.0	-23.3	0.8	8.8	1.01	-1.8	-0.2
COC(=O)CC1NCCNC1=O (configuration not stated)	1.9	-12.3	-1.9	-5.0	8.8	1.05	0.1	0.5
Cc1cc(C)cc(N(CC(=O)NCc2ccccc2Cl)S(=O)(=O)c2c(C)[nH]c(=O)[nH]c2=O)c1	0.0	11.0	-2.7	5.9	12.4	1.02	1.1	0.5
C=C(C)C(=O)Nc1cccnc1Oc1ccc(F)cc1	-0.5	1.9	6.7	-12.7	2.4	1.06	1.7	-2.2
O=S1(=O)c2ccccc2OC(COCc2ccccc2)CN1Cc1ccccc1 (configuration not stated)	1.0	-2.8	22.9	/	14.7	/	-0.6	18.1*
O=C(Cc1ccc(F)cc1)N/N=C/c1ccncc1	1.2	4.9	14.5	-4.2	3.4	1.1	1.6	3.5
CCCCN1C(=S)NC[C@@H]1C(C)CC (some centres not stated)	1.7	1.0	10.1	6.9	5.6	1.05	-0.6	-1.3
CCOC(=O)C(C)n1cnc2c(nnn2-c2cccc(OC)c2)c1=O (configuration not stated)	-0.6	1.7	2.2	3.8	2.0	0.942	-0.7	-0.1
CC(=O)Nc1ccc(Nc2nc3ccccc3n3cnnc23)cc1	-17.8	-8.5	9.0	18.5	-12.9	0.918	0.4	-0.5
CCc1cc2c(COC(=O)c3c(C)noc3C)cc(=O)oc2cc1O	-35.9	-8.1	-3.9	-26.6	-400.4	1.03	13.7	-3.5
O=C(CN(Cc1ccc(F)cc1)C(=O)c1csnn1)NCc1ccccc1	1.4	-5.4	15.9	-9.6	5.8	1.1	1.0	-3.0
COC(=O)[C@@H](N)CS	-0.1	-1.1	52.9	10.8	12.4	0.88	-2.1	3.3
FC(F)Oc1cccc2cccnc12	0.0	3.1	0.2	-4.7	12.1	1.22	-0.1	2.1
CCc1nc(CNC(=O)C2CCC(=O)N(CCc3ccc(OC)cc3)C2)cs1 (configuration not stated)	1.2	-0.7	-5.8	-9.7	5.4	1.29	0.0	1.5
CN(Cc1ccc(F)cc1)C(=O)c1ccc(NS(=O)(=O)c2ccc3[nH]c(=O)[nH]c3c2)cc1	1.4	4.4	-12.5	2.9	12.7	0.959	-1.4	1.6
Cc1ccc(Nc2nc(N)nc(CN3CCCCCC3)n2)cc1	-23.4	-5.1	18.6	2.1	4.4	1.14	-1.2	-0.9
Cc1cccc(C)c1OC(=O)CN1C(=O)c2ccccc2C1=O	-0.3	12.3	-8.1	-23.2	6.4	1.04	-0.5	0.4
C=CCOC(=O)CCC(=O)Nc1cccc2ccccc12	2.0	-0.5	-4.2	-6.7	10.6	0.952	0.3	4.4
O=C(NCCc1ccc(F)cc1)C1CCC(=O)N(CC2CCCCC2)C1 (configuration not stated)	1.9	/	-12.0	/	11.4	/	-0.4	/
Cn1cc([N+](=O)[O-])c(C(=O)Nc2cc(Oc3cccnc3)cc([N+](=O)[O-])c2)n1	/	1.8	23.6	-10.2	/	1.06	/	3.2
Clc1ccccc1-c1ncc2ccccn12	-9.1	10.5	2.1	-2.1	-359.8	0.963	0.0	0.0
O=C(C(=O)N(Cc1ccccc1)Cc1ccccc1)c1c(-c2ccccc2)[nH]c2ccccc12	0.1	-12.4	9.1	/	1.7	/	0.6	6.5
O=C(COc1ccccc1)NCC(=O)N/N=C/c1ccc(Cl)cc1	1.0	-2.1	1.1	0.7	16.3	0.802	-1.3	-0.8
C=CCn1c(SCC(=O)Nc2ccc(C)cc2C)nnc1-c1cccnc1	1.8	2.9	-2.0	-2.6	12.2	0.845	-1.0	0.1
CCc1ccccc1NC(=O)C1CCCN(c2nccc(C)n2)C1 (configuration not stated)	-0.8	2.6	-3.8	-2.7	-24.3	1.11	0.1	-0.3
COCCCn1c(SCC(N)=O)nnc1-c1ccccc1	1.7	-7.3	8.1	-7.7	10.5	0.995	-0.2	0.3
COc1ccccc1OCc1ccc(C(=O)n2nc(C)c(Cl)c2C)o1	0.2	75.1*	0.5	-7.1	13.4	1.09	-2.3	0.9
NC(=O)CSCc1ccc(Br)cc1	2.3	2.2	-2.2	-11.6	18.5	1.07	-0.6	0.8

Some entries already given, limited to PfG6PD inh and SENP6 inh:
| canonical_smiles | PfG6PD inh | SENP6 inh |
| --- | --- | --- |
| Clc1ccccc1-c1ncc2ccccn12 | 2.1 | -2.1 |
| O=C(C(=O)N(Cc1ccccc1)Cc1ccccc1)c1c(-c2ccccc2)[nH]c2ccccc12 | 9.1 | / |

High-throughput results deposited in PubChem by Sanford-Burnham Center for Chemical Genomics.
